Screening results: PubChem, National Center for Advancing Translational Sciences (NCATS)
D1 PAM: potentiators of human D1 dopamine receptor; P21728; HEK293 TREx D1 cells, calcium flux, dopamine EC20 potentiation; potentiation, % at 10 µM; actives 0.036% (n = 360,000); in the data active means potentiation above about 30%; further: 0% is about no effect
RXFP1 ag: activates the human relaxin receptor RXFP1; Q9HBX9; HEK293T-RXFP1 cAMP TR-FRET, 30 min; response scale: percent of porcine relaxin response, buffer zero; Potency, µM (doses to about 57.5 µM), for the others: at the top dose activation, hits mostly activators; actives 0.3% (n = 370,000); AID 2676; active means well fitted activation curve with a large enough effect; further: potency means the concentration at half of the fitted maximal effect; on the % scale 0 is the no-effect control and ±100 the full control effect; nearly all actives have a fitted effect of over 60% in size; many of its hits are not listed in these tables
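HEK293 cells stably expressing RXFP1, treated 30 min at 37C with compounds plus PDE4 inhibitor Ro 20174; cAMP measured by HTRF TR-FRET. Normalized to buffer and 29 nM porcine relaxin; EC50 by Hill fit.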
D2 ag: activates the human D2 dopamine receptor; P14416; HEK293 T-REx D2 cells, calcium flux agonist mode; actives 0.53% (n = 340,000); AID 485358; activation, % at 2 µM;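 active means activation over 3 SD above normal in the single-dose calcium agonist read, cut at about 30% in these data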; further: 0% is about no effect
Target sequence (P14416 whole entry, looked up): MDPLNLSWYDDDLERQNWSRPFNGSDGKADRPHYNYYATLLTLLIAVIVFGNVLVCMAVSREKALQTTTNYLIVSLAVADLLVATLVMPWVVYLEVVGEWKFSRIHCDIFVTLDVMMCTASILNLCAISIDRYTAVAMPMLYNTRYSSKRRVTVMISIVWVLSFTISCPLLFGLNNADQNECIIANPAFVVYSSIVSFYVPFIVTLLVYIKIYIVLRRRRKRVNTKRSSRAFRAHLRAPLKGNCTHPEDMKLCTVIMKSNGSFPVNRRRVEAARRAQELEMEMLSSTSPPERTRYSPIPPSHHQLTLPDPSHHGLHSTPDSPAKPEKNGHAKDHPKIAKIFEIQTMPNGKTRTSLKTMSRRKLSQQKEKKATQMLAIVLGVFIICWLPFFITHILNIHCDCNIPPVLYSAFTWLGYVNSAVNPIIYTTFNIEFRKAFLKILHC
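Agonism scored from kinetic calcium signal (1 read/sec, 180 s) following compound pin transfer, after a 10 s baseline. Cells: HEK293 Trex line expressing inducible D2 receptor coupled to calcium, dye-loaded after overnight culture at 30 C.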
D2 potentiator: positive allosteric modulators of human D2 dopamine receptor; P14416; HEK293 T-REx D2, calcium flux, EC20 dopamine potentiation; potentiation, % at 10 µM; actives 0.34% (n = 340,000);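 active means potentiation over 3 SD above the plate norm, cut at about 30% in these data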; further: 0% is about no effect
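Primary screen. Calcium kinetics in induced HEK293 T-REx D2 cells: compound pre-addition 180 s, EC20 dopamine, 180 s more.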
RXFP1 antag: blocks the human relaxin receptor RXFP1 | actives 0.59% (n = 350,000) | HEK293-RXFP1, relaxin-stimulated cAMP HTRF, 30 min; stronger effect = lower value | activity change, negative = inhibition, % at 57.5 µM | Q9HBX9;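 active means activity change of -60% or lower, but not beyond a set lower limit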; further: on the % scale 0 is the no-effect control and ±100 the full control effect
D1 antag: antagonists of human D1 dopamine receptor | P21728 | HEK293 TREx D1 cells, calcium flux, dopamine EC80; stronger effect = lower value | activity change, negative = inhibition, % at 10 µM | actives 3.2% (n = 360,000); in the data active means activity change below about -30%; further: on the % scale 0 is the no-effect control and ±100 the full control effect
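After overnight tetracycline induction at 30 C, force-coupled D1 HEK293 cells took up a no-wash calcium dye at room temperature. Compounds were added and monitored 180 s, and the response to EC80 dopamine was then recorded.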
D1 ag: agonists of human D1 dopamine receptor; activation, % at 2 µM; AID 504660; actives 1% (n = 360,000); P21728; HEK293 T-REx D1 cells, calcium flux, agonist mode; in the data active means activation above about 30%; further: 0% is about no effect
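Tetracycline-induced HEK293 TREx D1 cells, force-coupled to calcium signalling, were dye-loaded with a no-wash calcium kit. Compound was pin-added after a 10 s baseline. Fluorescence was read kinetically at 1 cycle/s for 180 s, with calcium rises flagged as agonism.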
D2 antagonist: antagonizes the human D2 dopamine receptor; inhibition, % at 10 µM; HEK293 TREx D2 cells, calcium flux, dopamine EC80; actives 2% (n = 340,000); in the data active means inhibition above about 30%; further: 0% is about no effect
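Tetracycline-induced HEK293 TREx cells expressing D2 receptor forced-coupled to calcium signalling, loaded with no-wash calcium dye. Compounds added and calcium flux read 180 s, then dopamine added at EC80 and read a further 180 s.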
TRHR PAM: TRH receptor (human) allosteric enhancement. TRHR cells, fluo-8 calcium fluorescence, EC20 TRH enhancement. enhancement, % at 2 µM. actives 0.66% (n = 360,000). AID 493056; in the data active means enhancement above about 30%; further: 0% is about no effect
Target sequence (P34981 whole entry, looked up): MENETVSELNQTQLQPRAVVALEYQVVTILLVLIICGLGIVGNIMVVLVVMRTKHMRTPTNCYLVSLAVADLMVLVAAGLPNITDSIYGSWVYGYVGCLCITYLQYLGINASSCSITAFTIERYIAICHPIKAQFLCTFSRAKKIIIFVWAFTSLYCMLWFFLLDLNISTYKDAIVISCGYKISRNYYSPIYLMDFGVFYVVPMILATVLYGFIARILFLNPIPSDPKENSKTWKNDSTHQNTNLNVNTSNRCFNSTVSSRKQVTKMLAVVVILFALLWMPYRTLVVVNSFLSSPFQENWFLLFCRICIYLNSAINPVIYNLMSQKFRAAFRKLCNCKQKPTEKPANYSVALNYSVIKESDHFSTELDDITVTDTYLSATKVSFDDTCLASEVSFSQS
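TRHR-expressing cells loaded with fluo-8 calcium dye were read kinetically (ex 480/em 530) during compound addition, then stimulated with an EC20 of TRH (10 nM final). Enhancement of the Gq-mediated intracellular calcium response was scored.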
An asterisk follows results filed as active; x = no result given.

SMILES	D1 PAM	RXFP1 ag	D2 ag	D2 potentiator	RXFP1 antag	D1 antag	D1 ag	D2 antagonist	TRHR PAM
C[C@H](NC(=O)c1[nH]cnc1C(=O)Nc1cccc(Cl)c1)c1ccccc1	-1	0.3%	0.9	11	x	x	4	-4	-6
COc1ccc(N2CCN(C(c3cccs3)C(C)NC(=O)C(=O)N3CCOCC3)CC2)cc1 (stereo not drawn)	-2	2.8%	-1.3	-4	-1	7	3	-15	1
CC(C)CCNC(=O)NC(=O)COc1c(F)c(F)cc(F)c1F	1	1.3%	-1.4	-11	-5	1	3	9	-5
Cc1nc2ncnn2c(C)c1CCC(=O)N1CCN(c2ccccc2)CC1	-3	14%	0.6	0	x	19	-1	x	-14
Cc1ccc(Cn2nnc3c(=O)n(CC(=O)OCc4ccccc4)cnc32)cc1	-7	-0.4%	1.3	2	7	-33*	4	6	5
Nc1nc(COC(=O)CCC(=O)c2ccccc2)nc(Nc2ccccc2)n1	-11	0.7%	x	7	-10	-32*	3	x	0
CCCNC(=O)c1nc(C)c(C)nc1C(=O)Nc1cccc(Cl)c1	-2	3.5%	-0.3	-19	-7	8	0	13	-11
COC(=O)c1ccc(N=CC2=C(O)CC(c3ccccc3)CC2=O)cc1 (stereo not drawn)	1	0.0%	-0.2	-3	-8	8	5	-8	-8
CCC(C)(C(=O)Nc1ccc2c(c1)OCCO2)N(C(C)=O)c1ccc(C(N)=O)cc1 (stereo not drawn)	8	-0.3%	-0.8	-5	4	-1	2	-9	15
O=C(CSc1nc(=O)n2ccccc2n1)NCc1ccccc1	-1	10%	-1.3	-2	9	0	1	1	-6
Fc1ccc(CN2CCc3nc(N4CCN(c5ccccc5F)CC4)ncc3C2)c(F)c1	0	-4.1%	0.8	4	-6	-2	0	x	3
Cc1cc(Nc2ccccc2)n(-c2ccc(C(=O)O)cc2)n1	1	4.4%	1.8	-2	-5	11	1	-14	3
Cc1ccc(CN(Cc2cc3cccc(C)c3[nH]c2=O)C(=S)NCCCN(C)C)cc1	-2	4.0%	0.5	-10	-23	1	12	3	2
CC(NC(=O)N1CCN(c2ccccc2F)CC1)c1ccc(F)c(F)c1 (stereo not drawn)	-8	2.4%	0.0	-33	-26	-1	8	15	-2
Cc1c(C)c2cc(Cl)c(O)c(CN(C)C)c2oc1=O	2	17%	0.0	7	7	4	0	35*	-1
CC(C)(C)N(Cc1cc2ccccc2[nH]c1=O)C(=O)c1ccco1	-4	0.7%	0.5	9	3	27	1	3	4
CCN(CC)C(=O)CSc1ncnc2c1nnn2-c1ccc(OC)cc1	-7	0.5%	0.6	0	0	2	4	-5	6
Oc1ccc(-c2csc(Nc3cccnc3)n2)cc1	-4	0.2%	-1.7	3	2	-30*	-1	4	-4
Cc1ccc(-n2nc3c(c2NC(=O)c2c(-c4ccccc4Cl)noc2C)CSC3)cc1	0	1.0%	0.6	18	-23	13	5	-3	-8
CC(C)OC(=O)/C(=C/c1ccc(Br)cc1)NC(=O)c1ccco1	1	0.1%	0.0	1	11	-7	1	-4	-6
O=C(Oc1ccc2cc(Br)ccc2c1)c1cccnc1	-1	2.2%	-0.5	-18	-13	-11	4	20	-4
CC(C)Sc1ncc(S(=O)(=O)c2ccccc2)c(=O)[nH]1	7	-1.0%	1.3	18	2	10	3	-2	4
Cc1ccc(/C=N/NC(=O)Cn2nnc(N)n2)o1	-9	1.8%	0.5	6	-7	-15	2	14	2
O=C(CSc1ccc2c(c1)OCCO2)NCCN1C(=O)CSC1=O	-4	3.3%	-0.3	-8	7	34	0	-9	-4
CC(C)C(=O)N1CCN(S(=O)(=O)c2ccc3ccccc3c2)CC1	-9	-0.3%	5.6	x	2	-5	0	6	-1

Structural class, those above containing an aryl methoxy group (two)
SMILES	D1 PAM	RXFP1 ag	D2 ag	D2 potentiator	RXFP1 antag	D1 antag	D1 ag	D2 antagonist	TRHR PAM
COc1ccc(N2CCN(C(c3cccs3)C(C)NC(=O)C(=O)N3CCOCC3)CC2)cc1 (stereo not drawn)	-2	2.8%	-1.3	-4	-1	7	3	-15	1
CCN(CC)C(=O)CSc1ncnc2c1nnn2-c1ccc(OC)cc1	-7	0.5%	0.6	0	0	2	4	-5	6

Twelve entries already listed, sorted by length of the SMILES, falling.
SMILES	D1 PAM	RXFP1 ag	D2 ag	D2 potentiator	RXFP1 antag	D1 antag	D1 ag	D2 antagonist	TRHR PAM
CCC(C)(C(=O)Nc1ccc2c(c1)OCCO2)N(C(C)=O)c1ccc(C(N)=O)cc1 (stereo not drawn)	8	-0.3%	-0.8	-5	4	-1	2	-9	15
Cc1ccc(CN(Cc2cc3cccc(C)c3[nH]c2=O)C(=S)NCCCN(C)C)cc1	-2	4.0%	0.5	-10	-23	1	12	3	2
C[C@H](NC(=O)c1[nH]cnc1C(=O)Nc1cccc(Cl)c1)c1ccccc1	-1	0.3%	0.9	11	x	x	4	-4	-6
COC(=O)c1ccc(N=CC2=C(O)CC(c3ccccc3)CC2=O)cc1 (stereo not drawn)	1	0.0%	-0.2	-3	-8	8	5	-8	-8
CC(C)C(=O)N1CCN(S(=O)(=O)c2ccc3ccccc3c2)CC1	-9	-0.3%	5.6	x	2	-5	0	6	-1
CCCNC(=O)c1nc(C)c(C)nc1C(=O)Nc1cccc(Cl)c1	-2	3.5%	-0.3	-19	-7	8	0	13	-11
CC(C)Sc1ncc(S(=O)(=O)c2ccccc2)c(=O)[nH]1	7	-1.0%	1.3	18	2	10	3	-2	4
CC(C)CCNC(=O)NC(=O)COc1c(F)c(F)cc(F)c1F	1	1.3%	-1.4	-11	-5	1	3	9	-5
Cc1cc(Nc2ccccc2)n(-c2ccc(C(=O)O)cc2)n1	1	4.4%	1.8	-2	-5	11	1	-14	3
O=C(CSc1nc(=O)n2ccccc2n1)NCc1ccccc1	-1	10%	-1.3	-2	9	0	1	1	-6
O=C(Oc1ccc2cc(Br)ccc2c1)c1cccnc1	-1	2.2%	-0.5	-18	-13	-11	4	20	-4
Oc1ccc(-c2csc(Nc3cccnc3)n2)cc1	-4	0.2%	-1.7	3	2	-30*	-1	4	-4

More records follow:
SMILES	D1 PAM	RXFP1 ag	D2 ag	D2 potentiator	RXFP1 antag	D1 antag	D1 ag	D2 antagonist	TRHR PAM
CC1(C)CC(=O)C(C(=O)c2ccccc2)C(=O)C1Cl (stereo not drawn)	-3	1.1%	0.7	-5	-2	10	5	6	3
C=CCNc1nc(C(=O)OCC(=O)Nc2ccccc2C(F)(F)F)cs1	-1	-3.6%	0.3	-7	0	6	0	-6	-5
C#CCNC(=O)C1=C[C@H](c2ccc(Br)cc2)C[C@H](OCCCCO)O1	2	-1.4%	-0.2	1	x	11	-3	3	0
CCC1(CC)NC(=O)NC1=O	2	1.0%	2.1	x	0	-9	2	-8	-1
COc1cc(C=O)ccc1OCCCOc1ccccc1C(=O)O	-5	1.9%	-0.5	-1	-5	-5	1	5	4
COCCN(C(=S)Nc1ccc(C)cc1)C(C)c1ccco1 (stereo not drawn)	-3	0.0%	-0.1	1	-5	-13	3	-7	-4
Cn1c(=O)c2c(SCc3c(F)cccc3Cl)nc(CC(C)(C)C)nc2n(C)c1=O	3	3.6%	1.4	6	5	-2	-1	14	-2
CC1Cc2ccccc2N1C(=O)CSc1nnc(-c2ccc(S(=O)(=O)N3CCCC3)cc2)n1C (stereo not drawn)	-9	-0.8%	-0.5	-2	5	-6	0	4	0
CC(C)Oc1ccc(Cc2n[nH]c(=S)n2Cc2ccccc2)cc1Cl	-4	0.8%	-1.0	-7	-20	x	-1	1	2
CC1(C)C2CCC1(CS(=O)(=O)Nc1ccccc1)C(=O)C2 (stereo not drawn)	-2	-0.6%	10	-10	4	-5	1	6	7
Cc1c(OCc2nn[nH]n2)ccc2c3c(c(=O)oc12)CCCC3	-3	4.3%	-1.7	0	0	-4	3	10	1
CC(CC(=O)O)CC(=O)Nc1ccc(Br)cc1 (stereo not drawn)	0	0.1%	1.4	13	-7	-1	1	-21	13
O=C(O)C1C2CCC(C2)C1C(=O)N1CCCC1 (stereo not drawn)	-3	0.9%	0.4	-6	4	-8	13	4	15
C/C(=C\c1ccccc1)C1NC(=O)c2c(sc3c2CCCC3)N1 (stereo not drawn)	-6	-1.5%	-0.1	0	0	15	4	2	-2
CCOc1ccc(NC(=S)Nc2ccccc2C2(C)CC2)cc1	-4	-0.6%	-0.2	0	4	14	1	-26	-3
NC(=O)CC(NC(=O)Cc1ccc(Br)cc1)c1ccc(NCc2ccc(F)c(F)c2)c([N+](=O)[O-])c1 (stereo not drawn)	-2	1.3%	0.6	0	x	-8	6	14	0
CN(C(=O)Nc1ccc(Cl)cc1)c1c2c(nn1C)CCCC2	-2	0.7%	-0.3	8	1	-4	3	-8	1
CCOc1cc2c(cc1OCC)C(c1ccccc1)N(c1ccccc1)C(=O)C2 (stereo not drawn)	6	0.4%	0.5	9	-7	-2	1	-6	-7
CSc1c(CC(=O)NCCO)n(C)c2ccccc12	-4	-1.8%	0.2	3	-2	-3	-4	2	1
O=C(Nc1ccccc1OC(=O)c1ccc(Cl)cc1)c1ccc(Cl)cc1	4	0.2%	0.9	-10	-21	-4	4	17	19
COc1ccc(CCNC(=O)c2ccc3c(c2)OCCO3)cc1	-12	0.9%	2.3	1	8	-14	5	0	2
Cc1nn(C)cc1C(=O)/C=C/c1ccc([N+](=O)[O-])cc1	3	3.0%	-0.9	5	-35	5	-2	0	-5
CN(CC(=O)Nc1ccccc1Cl)C(=O)Cn1cnc2ccc(Cl)cc2c1=O	0	4.8%	-0.1	3	-3	14	3	12	9
CCOC(=O)C1(Cc2ccc(OC)cc2)CCN(C(=O)c2csc(C)n2)CC1	-7	0.2%	-0.6	4	3	-26	0	2	3
CC1NC(=O)N(C)[C@@H]2NC(=O)N(C)C(c3ccc([N+](=O)[O-])cc3)[C@@H]12 (stereo partly drawn)	-1	-2.0%	-0.8	-5	10	17	0	7	3

Next section.
SMILES	D1 PAM	RXFP1 ag	D2 ag	D2 potentiator	RXFP1 antag	D1 antag	D1 ag	D2 antagonist	TRHR PAM
O=C(O)c1ccccc1Nc1ccnc(C(F)(F)F)c1	6	9.6%	0.0	-6	-1	7	4	1	-3
Cc1ccc(C)c(N2CCN(C(=O)Cn3c(=O)[nH]c4ccsc4c3=O)CC2)c1	0	1.9%	-1.0	7	-6	-7	3	-2	5
CCOC(=O)/C(=N/Nc1ccccc1)c1csc(Nc2ccccc2)n1	-4	5.9%	0.1	-6	-3	-7	6	0	-9
COC(=O)c1sccc1NC(=O)c1cccc(OC)c1	-3	2.8%	0.2	-9	-19	0	0	-10	-2
COc1cccc(C(=O)NC2CCCc3c2cnn3-c2ccc(C)c(C)c2)c1OC (stereo not drawn)	-3	3.1%	0.1	5	-3	-4	4	8	5
CNC(=S)Nn1cnc2ccccc21	-1	-1.1%	0.6	-6	-3	8	2	16	1

A portion of the library, so the mix of outcomes need not match the whole.
